PTPN22 inh 2 – PTPN22 phosphatase inhibitors, primary screen, biochemical, DiFMUP fluorescence, 2 µM | recombinant LYP catalytic domain | 96,000 compounds, 0.21% hits | inhibition, % at 2 µM | AID 640, 2007 | Tyrosine-protein phosphatase non-receptor type 22 (Homo sapiens), Q9Y2R2;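 active = inhibition at 2 µM at or above a set limit, the screen mean plus 3 SD, cut at about 24% in these data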;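 also: 0% = DMSO with enzyme and 100% = enzyme fully blocked by orthovanadate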
Target sequence (Q9Y2R2 whole entry, looked up, the tested form may be a part): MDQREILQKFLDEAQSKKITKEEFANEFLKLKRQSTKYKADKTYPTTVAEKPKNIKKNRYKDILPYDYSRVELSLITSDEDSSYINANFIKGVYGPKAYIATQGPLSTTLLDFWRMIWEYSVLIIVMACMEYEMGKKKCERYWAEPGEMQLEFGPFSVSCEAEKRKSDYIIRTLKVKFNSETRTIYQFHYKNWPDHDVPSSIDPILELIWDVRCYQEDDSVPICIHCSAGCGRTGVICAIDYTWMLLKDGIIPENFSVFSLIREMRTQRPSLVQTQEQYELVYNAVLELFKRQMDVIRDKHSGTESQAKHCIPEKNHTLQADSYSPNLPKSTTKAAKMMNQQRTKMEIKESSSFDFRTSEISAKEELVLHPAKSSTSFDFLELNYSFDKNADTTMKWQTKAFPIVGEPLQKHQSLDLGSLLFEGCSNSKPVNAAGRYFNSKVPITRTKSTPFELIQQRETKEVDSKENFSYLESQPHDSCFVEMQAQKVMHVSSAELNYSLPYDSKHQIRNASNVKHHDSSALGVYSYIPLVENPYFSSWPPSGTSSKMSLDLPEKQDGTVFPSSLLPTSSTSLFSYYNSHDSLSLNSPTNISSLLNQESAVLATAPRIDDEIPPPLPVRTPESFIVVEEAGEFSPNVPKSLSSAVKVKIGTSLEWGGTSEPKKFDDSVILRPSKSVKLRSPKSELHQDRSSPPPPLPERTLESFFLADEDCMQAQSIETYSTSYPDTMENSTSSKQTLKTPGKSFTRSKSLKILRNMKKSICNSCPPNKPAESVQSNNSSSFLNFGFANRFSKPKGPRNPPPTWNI
CYP2C9 inhib – blockers of cytochrome P450 2C9 activity – biochemical, luminescence, ADME assay, primary screen; inhibition, % at 5 µM; 96,000 compounds, 20% hits; P11712; CYP2C9 Supersomes, luciferin-H conversion; AID 777, 2007;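 active = blocking of liver enzyme CYP2C9 beyond about 50% at 5 µM, limit read from the data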; also: values of inactives mirror those of a sister screen read the other way
CYP2C9 activ – human CYP2C9 activators, primary screen, biochemical, luminescence; activation factor at 5 µM; 96,000 compounds, 1.4% hits; recombinant CYP2C9, luciferin-H conversion; hits give high values; factor 1 = untreated enzyme, 0 = blocked; AID 1024, 2008;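 active = activation factor of 2 or more for CYP2C9 at a 5 µM dose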;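 also: 0 = sulfaphenazole-blocked wells and 1 = vehicle-only wells; values of inactives mirror those of a sister screen read the other way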
hDAT+cocaine – changed hDAT dopamine uptake under cocaine IC80, either direction, primary screen, cocaine antagonist project, cell-based, LLC-PK1 hDAT, [14C]-dopamine uptake, MLSMR; Sodium-dependent dopamine transporter (Homo sapiens), Q01959; LLC-PK1 hDAT cells, [14C]-dopamine uptake with cocaine IC80; actives deviate in either direction; B-score at 10 µM; 110,000 compounds, 1.3% hits; AID 449768, 2010;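 active = Z score or B-score, a plate-position-corrected score, falls beyond the plate's 99.7% confidence bounds, in either direction; inactive = both scores lie inside the 99.7% bounds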;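 also: scored against the spread of the other compound wells on the same plate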
PostGolgi yeast – phenotypic screen on post-Golgi transport, primary screen; inhibition, % at 10 µM; AID 739, 2007; post-Golgi transport phenotypic cell assay; 98,000 compounds, 0.9% hits;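 also: yeast cells grown in 1536-well plates; yeast grown about 18 h at 30C before absorbance read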
Pyk2 oligo antag – antagonists of Pyk2 self-association, primary screen, Q293 cells, FERM NanoBiT luminescence, HTS. Protein-tyrosine kinase 2-beta (Homo sapiens), Q14289. hits give low values. z-score (the deposit names both 25 µM and 10 µM). 99,000 compounds, 0.83% hits;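 active = Z-score of -3 or lower, scaled per plate to the spread of control and sample wells; inactive = z-score above -3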;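 also: negative z-score means lost luminescence so less FERM oligomerization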
PostGolgi ctrl – growth inhibition of yeast control strain, primary screen, counter-screen for post-Golgi transport modulator project | efflux-deficient yeast background strain, growth absorbance A615, 16 h | inhibition, % at 10 µM | 98,000 compounds, 5% hits | AID 738, 2007
E coli WT exp – growth inhibitors of wild-type E. coli, primary screen, strain BW25113, expanded library, OD600; growth inhibition, % at 100 µM; OD600 absorbance; 98,000 compounds, 0.15% hits; AID 710, 2007;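 active = growth inhibition above about 50% at one test dose, limit read from the data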;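 also: growth measured after 20 h incubation at 37 °C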
PTPN22 act – LYP phosphatase activators, primary screen, biochemical, DiFMUP fluorescence, 2 µM; Tyrosine-protein phosphatase non-receptor type 22 (Homo sapiens), Q9Y2R2; recombinant LYP; 0 = plate median, 100 = signal doubled; activation, % at 2 µM; 96,000 compounds, 0.11% hits; AID 697, 2007;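 active = activation at 2 µM above a set limit, the mean plus 5 SD, cut at about 37% in these data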
An asterisk follows results filed as active; x = not tested or not shown; & = joins results of further samples. Rule as the data show it, unless noted: active = inhibition above about 30%; inactive = the rest. Compounds as they come; overall some 24% were active at least once.

SMILES	PTPN22 inh 2	CYP2C9 inhib	CYP2C9 activ	hDAT+cocaine	PostGolgi yeast	Pyk2 oligo antag	PostGolgi ctrl	E coli WT exp	PTPN22 act
CSc1ncc(Cl)c(C(=O)Nc2ccc(S(=O)(=O)N3CCOCC3)cc2)n1	10	6	0.9	0.41	6	0.35	22	-4	-12
CC(c1ccco1)N(C(=O)CSc1ccc(Br)cc1)c1ccccn1 (centres undefined)	-3	90*	0.1	-0.055	-3	-0.25	13	-1	2
N#CC1=C(SCC(=O)Nc2cccc3cccnc23)NC(=O)C(C#N)C12CCCCC2 (centres undefined)	10	91*	0.1	-0.92	-7	-1.8	4	-3	-12
Cc1ccccc1C(=O)NC(=S)Nc1ccccc1C(F)(F)F	16	-8	1.1	0.84	-11	-0.09	7	3	-13
Cc1cccc(-n2ncc3c(N(CCO)CCO)ncnc32)c1	x	x	x	-0.043	6	x	9	-1	x
COc1ccc(C(=O)Nc2cccc3cccnc23)cc1OC	14	-26	1.3	0.24	2	-0.47	13	-7	-14
CC(C)(C)c1ccc(OCC(O)CSc2ncn[nH]2)cc1 (centres undefined)	-8	12	0.9	-0.1	-1	-0.96	3	-8	8
Cc1ccc(N(CC(O)CON=C2c3ccccc3-c3ccccc32)S(C)(=O)=O)cc1 (centres undefined)	-16	53*	0.5	0.6	-3	-1.7	67*	-7	17
COCCCNC(=O)CCc1nc(-c2ccccc2Cl)no1	6	-4	1	0.33	11	0.6	2	5	-3
CC(C)(C)n1nc2c(c1NC(=O)c1ccc(S(=O)(=O)N3CCCC3)cc1)CSC2	1	36	0.6	0.24	2	0.81	7	4	2
COC(=O)C(C)NC(=O)C1CCCN1S(=O)(=O)c1cc(C)c(Cl)cc1C (centres undefined)	12	-71	1.7	0.46	-9	0.56	4	7	-14
O=c1cc(N2CCN(c3ccc(F)cc3)CC2)[nH]c(=O)n1Cc1ccc(F)cc1	-2	2	1	1.2	5	x	21	-5	1
CCOC(=O)c1ccccc1NC(=O)c1ccc(NS(C)(=O)=O)cc1	-3	36	0.6	1.2	-4	-0.75	0	-7	0
O=C(ON=C1CCSCC1)c1ccccc1	6	x	x	0.042	x	0.34	x	x	-4
O=C(Oc1ccc2ccccc2c1)c1ccco1	x	11	0.9	-0.38	-6	0.21	27	12	x
COC(=O)COc1ccc(S(=O)(=O)N2CCc3ccccc3C2)cc1	-14	-95	2*	-0.74	-6	0.29	19	4	15
O=S(=O)(c1cccc(S(=O)(=O)N2CCC(N3CCCCC3)CC2)c1)N1CCOCC1	-8	3	1	-0.49	-13	x	14	0	7
Cc1cccc(-c2nsc(SCC(=O)NCc3ccco3)n2)c1	1	68*	0.3	0.14	-5	0.97	14	0	-2
COc1ccc2c(C)c(C(=O)O)oc2c1	-13	-15	1.1	0.092	-4	0.79	-1	-15	8
CC1CCCc2sc3nc(N4CCN(CCO)CC4)n4ncnc4c3c21 (centres undefined)	-9	12	0.9	1.4	15	0.31	15	10	7
Cc1ccc(S(=O)(=O)N(C)CC(=O)NC2CCCC2)cc1	4	-30	1.3	0.79	0	0.39	29	4	-8
CC(C)Oc1ccc(C(=O)NCc2cccnc2)cc1	-8	15	0.8	0.69	-7	0.16	8	8	6
CCN(CC(=O)Nc1ccc2c(c1)OCCO2)Cc1cc(=O)oc2cc(C)c(C)cc12	-1	93*	0.1	0.75	10	-1.8	12	-5	-1
Cc1nn2c(-c3ccccc3)c(-c3ccccc3)nc2[nH]c1=O	x	11	0.9	0.055	0	-0.54	6	-10	x
CCOC(=O)c1c(-c2ccc(C)o2)csc1NC(=O)CSc1nncs1	0	100*	0	0.23	6	-0.06	25	-14	-1
CC(=O)N1c2ccccc2C(C)CC12CCCCC2 (centres undefined)	-1	x	x	1.1	2	-0.55	13	7	3
Clc1ccc(OCc2nn3c(-c4ccncc4)nnc3s2)cc1	11	69*	0.3	-0.56	5	-1.5	24	-5	-10
CCCCN(C)C(=O)c1cn(CC)c2ccc(S(=O)(=O)N(C)C)cc2c1=O	x	3	1	-0.48	-9	x	-11	9	x
CCOC(=O)Cc1csc(NC(=O)CCCN2C(=O)c3ccccc3C2=O)n1	-2	53*	0.5	0.18	-8	1.1	6	-3	6
CCOC(=O)C1(P(=O)(c2ccccc2)c2ccccc2)CCC1	6	11	0.9	-1	-4	0.11	-3	-1	-5
Cc1ccc(C)c(SCC(=O)OCC(=O)Nc2ccc(S(=O)(=O)N3CCOCC3)cc2)c1	-7	40	0.6	-0.33	13	0.67	-16	-10	4
COc1ccccc1-n1c(CNC(=O)c2ccco2)nnc1SCC(=O)Nc1cc(C)ccc1C	4	-103	2*	-0.0026	-5	-0.14	0	4	-4
CCCc1ccc(Oc2cn[nH]c2-c2ccc(O)cc2O)cc1	-4	89*	0.1	-0.038	97*	-2.6	99*	8	2
OC(CN1CCN(Cc2ccc3c(c2)OCO3)CC1)c1c[nH]c2ccccc12 (centres undefined)	10	46	0.5	-1.6	-4	0.35	5	14	-7
CCCOc1ccc(N2C(=O)CC(N3CCN(C(=O)c4ccco4)CC3)C2=O)cc1 (centres undefined)	-1	14	0.9	0.092	7	0.43	2	3	2
Clc1ccc(OCCSCc2nc3ccccc3[nH]2)cc1	-8	57*	0.4	0.52	-3	2.1	15	37	12

Quoted from the listing.
For PostGolgi yeast, CCOC(=O)Cc1csc(NC(=O)CCCN2C(=O)c3ccccc3C2=O)n1 is listed with -8
For PTPN22 act, COc1ccccc1-n1c(CNC(=O)c2ccco2)nnc1SCC(=O)Nc1cc(C)ccc1C is listed with -4
For PTPN22 act, CCOC(=O)c1c(-c2ccc(C)o2)csc1NC(=O)CSc1nncs1 is listed with -1

Continued.
SMILES	PTPN22 inh 2	CYP2C9 inhib	CYP2C9 activ	hDAT+cocaine	PostGolgi yeast	Pyk2 oligo antag	PostGolgi ctrl	E coli WT exp	PTPN22 act
CCOC(=O)N1CCC(Nc2nc(OC)nc(OC)n2)CC1	3	15	0.8	-0.071	0	0.04	6	-7	-3
COc1ccc(-c2nn(C)c(=O)c3ccccc23)cc1NS(C)(=O)=O	-2	51*	0.5	-0.018	3	0.45	2	0	2
COC(=O)c1cc(C#N)c(N(C)Cc2ccccc2)nc1C	10	26	0.7	0.33	-1	-0.57	20	0	-8
O=C(N1CCN(c2ccccc2)CC1)C12CC3CC(CC(C3)C1)C2	1	67*	0.3	-0.55	12	-0.99	45*	-2	3
CCOC(=O)C(C)Sc1nc(-c2cccs2)ccc1C#N (centres undefined)	0	96*	0	-0.066	11	-0.21	26	-4	-2
O=C(CSc1nnc(C2COc3ccccc3O2)o1)N1CCCc2ccccc21 (centres undefined)	2	46	0.5	0.73	-4	-0.88	27	-18	2
O=C(C1CC1)N1CCc2cc(Br)cc(S(=O)(=O)N3CCN(c4ccccn4)CC3)c21	x	95*	0.1	0.79	4	0.23	2	-13	x
O=C(O)CCc1nn2cnc3sc4c(c3c2nc1=O)CCCC4	-9	-21	1.2	-1.4	-4	-1.2	5	4	6
COc1ccccc1N1CCN(c2ccc(-c3ccccc3)nn2)CC1	x	-13	1.1	-0.22	6	-1.2	4	3	x
COc1ccc(C2Nc3ccccc3C(=O)N2Cc2ccco2)cc1COc1ccccc1F (centres undefined)	7	99*	0	0.042	-19	-2.3	16	-11	-8
CCC(c1nnnn1Cc1ccco1)N(CCN1CCOCC1)Cc1cc2cc(C)ccc2[nH]c1=O (centres undefined)	-1	15	0.8	0.0037	0	1	1	8	-2
O=C(c1ccc2c3c(cccc13)C(=O)N(O)C2=O)N1CCCCC1	-3	-15	1.2	0.15	-2	-0.58	-1	10	3
Cc1ccc(-c2csc(N(CCCN3CCOCC3)C(=O)c3ccco3)n2)cc1	-11	92*	0.1	-0.28	-7	-1.3	12	-3	10
Cc1nc2sc(C(c3ccc(Cl)cc3)N3CCN(c4ccccc4F)CC3)c(O)n2n1 (centres undefined)	8	49	0.5	2	2	-1.6	32*	-12	-8
CC1CC1C(=O)OCC(=O)NC(=O)NCc1ccco1 (centres undefined)	1	5	0.9	-0.68	7	-0.29	11	9	0
Cc1cc(C(=O)CSc2n[nH]c(N)n2)c(C)n1-c1ccccc1	-12	58*	0.4	0.83	-2	-0.41	9	-7	10
CN(C(=O)c1ccc(C#N)cc1)c1nnc(-c2ccccn2)s1	5	x	x	0.22	x	0.19	x	x	-5
Cc1ccc(Cn2c(=O)sc3ccccc3c2=O)cc1	-8	-6	1.1	-0.066	12	-0.61	10	-9	12
CSCC[C@@H](C(=O)NCc1cccs1)N1Cc2ccccc2C1=O	-4	38	0.6	-0.52	1	x	16	3	3
CCOC(=O)C1=C(CC)Nc2ccccc2N=C1NC(=O)Cn1cnc2ccccc2c1=O	7	14	0.9	0.14	-1	-0.25	5	-15	-8
COC(=O)c1ccc(-n2nnnc2SCc2ccccc2OC)cc1	-8	42	0.6	0.3	8	-1	11	-15	8
Cc1ccccc1C(=O)NC1CCN(C(=O)N(c2ccccc2)c2ccccc2)CC1	10	58*	0.4	-0.46	11	-0.31	10	-2	-8
CCOc1cc(CNC2CCCC2)cc(Cl)c1OCc1ccc(F)cc1	-2	37	0.6	-0.62	5	-0.34	18	14	1
COc1ccc(-c2csc3ncnc(NCCN4CCOCC4)c23)cc1	2	30	0.7	0.69	2	-1.4	16	6	-2
N#CC1=C(N)C(C#N)(C#N)C(c2cccnc2)C2CC(c3ccccc3)CC=C12 (centres undefined)	12	64*	0.4	0.78	71*	-1.4	14	0	-12
CCOC(=O)CN(C(=O)CSc1nnc(COc2ccc(OC)cc2)n1C)c1ccccc1	-1	35	0.6	-0.13	-1	-0.58	-5	-3	-2
COc1ccccc1N1CCN(c2cc(=O)n(-c3ccc(Br)cc3)c(=O)[nH]2)CC1	7	4	1	-0.52	2	1	3	-3	-7
O=C(CCN1C(=O)/C(=C/C=C/c2ccccc2)SC1=S)Nc1nccs1	3	9	0.9	x	-5	-0.71	9	-11	0
Fc1ccccc1CSc1nc2ncc(Br)cc2[nH]1	8	78*	0.2	0.69	14	-1.5	11	2	-6
O=c1c2ccccc2nc(N/N=C/c2c(O)ccc3ccccc23)n1O	1	7	0.9	x	3	0.23	4	2	-3
O=C(O)Cn1c(O)c(C=Nc2ccccc2)sc1=S	-2&1	-13&14	1.1&0.9	-1.3&-0.19	-3&3	-0.35&-0.31	-14&10	1&-3	5&0
C=C1c2cc(OC)ccc2NC(=O)N1CC	2	32	0.7	-0.077	-3	0.34	21	-6	0
Cc1ccc(NS(=O)(=O)c2c(C)[nH]c(=O)[nH]c2=O)cc1C	1	5	1	0.15	0	0.74	12	-3	1
CCN(C(=O)COc1ccccc1)c1nnc(-c2cccnc2)s1	3	32	0.7	-0.52	-7	0.63	8	5	-4
COc1ccccc1CNC(=O)c1cnccn1	8	-46	1.5	-1.3	1	0.75	3	6	-6

Screening results from PubChem BioAssay.
